Assay outcomes from PubChem.
GSK3B inh: human GSK3beta kinase inhibition; P49841; GST-GSK3beta kinase, ADP-Glo luminescence, 60 min; hits give low values; activity score (negative = inhibition), % at 10 µM; hit rate 0.038% among 300,000; AID 2097;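 active means more than half of replicate wells score below -50%, meaning over 50% inhibition versus plate controls; inconclusive means some replicates but at most half score below -50%; inactive means no replicate scores below -50%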;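 further: 0% = median DMSO wells and -100% = median GW8510 positive control wells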
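Assay system: GST-tagged human GSK3beta kinase, cell-free; Input: 1.6 ng GSK3beta; Medium: Tris/MgCl2 kinase buffer; Timing: 60 min enzyme reaction, room temperature; Signal: ADP-Glo luminescence quantifying ADP generated by kinase; Evaluation: score relative to plate controls; Benchmarks: DMSO neutral wells and GW8510 at 20 µM as positive.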
Dyrk1A ADPGlo: inhibitors of rat Dyrk1A kinase; Q63470; ADP-Glo luminescence, NFATc1 peptide; inhibition, % at 12.5 µM; hit rate 0.43% among 310,000; in the data active means inhibition above about 50%;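 further: plate controls were vehicle with enzyme for no effect and no enzyme for full effect; many of its hits are not listed in these tables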
KCNQ1 pot: potentiates or activates the human KCNQ1 potassium channel. AID 2648. hit rate 0.35% among 310,000. CHO-K1 KCNQ1, thallium flux FluxOR fluorescence; hits give high values. B-score at 10 µM. P51787;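 active means fluorescence ratio B-score, a plate-corrected score, at least three library SD, with initial intensity B-score within 5 SD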
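Medium – assay buffer, equal DMSO in all wells · Material – CHO-K1 cell line with stable KCNQ1 potassium channel expression · Signal – kinetic FluxOR thallium fluorescence, 10-s 1-Hz baseline, 110-s post-stimulus read · Compound – single concentration per compound, DMSO matched to controls · Schedule – 37 °C overnight plating, 90-min dark dye load, 20-min compound pretreatment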
GSK3A inh: human GSK-3 alpha kinase inhibition; P49840; ADP-Glo luminescence, 60 min; inhibition, % at 10 µM; hit rate 0.1% among 320,000; AID 2650;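 in the data active means inhibition above about 50%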;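 further: GST-tagged GSK-3 alpha with peptide substrate and 25 µM ATP; 0% = DMSO neutral wells and 100% = GW8510 positive control wells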
RGS4 act: potentiators or activators of RGS4 | hit rate 0.92% among 310,000 | B-score at 10 µM | HEK293 M3R/inducible RGS4, carbachol calcium flux Fluo4; hits give low values | AID 463111;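 active means B-score of the integrated calcium signal more than 4 SD below the library mean, with starting fluorescence not abnormally high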;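 further: negative B-score means reduced calcium response which marks RGS4 activation or potentiation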
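System: HEK293 FlpIn-TREx cells, stable M3R, doxycycline-inducible RGS4. Timing: overnight RGS4 induction, 30 min dye load 37 °C, 20 min compound RT. Also added: carbachol, ECmax concentration. Measured by: Fluo4 fluorescence kinetic imaging of calcium. Evaluation: integrated calcium ratio converted to B score.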
KCNK9 inh: human KCNK9 channel inhibition; Q9NPC2; HEK293 KCNK9, FluxOR thallium flux fluorescence; hits give low values; B-score at 10 µM; hit rate 1.2% among 310,000; AID 488922;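 active means ratio B-score over 3 SD below the library mean, with starting fluorescence within 5 SD of its mean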;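 further: negative B-score means less thallium flux so channel inhibition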
KCNQ1 block: inhibitors of human KCNQ1 potassium channel; P51787; CHO-K1 KCNQ1, FluxOR thallium flux fluorescence; hits give high values; B-score at 10 µM; hit rate 1.3% among 310,000; AID 2642;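 active means compounds whose thallium flux B-score, printed positive for inhibition, exceeds three library SD while starting fluorescence stays within three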;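 further: channel opened by potassium depolarization with thallium stimulus after 20 min compound exposure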
hERG protect: shields human hERG channel from block by proarrhythmic agents | Q12809 | CHO-hERG, FluxOR thallium flux, dofetilide IC70 present | activation (rescue from dofetilide block), less the hit threshold, % at 10 µM | hit rate 0.51% among 310,000;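 active means activation above the mean of controls blocked by dofetilide plus 5 SD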;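 further: thallium influx through hERG after potassium depolarization seen as dye fluorescence rise; in these data hits start at about 4.7%; inactives centre near -7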
Target sequence (Q12809 whole entry, looked up): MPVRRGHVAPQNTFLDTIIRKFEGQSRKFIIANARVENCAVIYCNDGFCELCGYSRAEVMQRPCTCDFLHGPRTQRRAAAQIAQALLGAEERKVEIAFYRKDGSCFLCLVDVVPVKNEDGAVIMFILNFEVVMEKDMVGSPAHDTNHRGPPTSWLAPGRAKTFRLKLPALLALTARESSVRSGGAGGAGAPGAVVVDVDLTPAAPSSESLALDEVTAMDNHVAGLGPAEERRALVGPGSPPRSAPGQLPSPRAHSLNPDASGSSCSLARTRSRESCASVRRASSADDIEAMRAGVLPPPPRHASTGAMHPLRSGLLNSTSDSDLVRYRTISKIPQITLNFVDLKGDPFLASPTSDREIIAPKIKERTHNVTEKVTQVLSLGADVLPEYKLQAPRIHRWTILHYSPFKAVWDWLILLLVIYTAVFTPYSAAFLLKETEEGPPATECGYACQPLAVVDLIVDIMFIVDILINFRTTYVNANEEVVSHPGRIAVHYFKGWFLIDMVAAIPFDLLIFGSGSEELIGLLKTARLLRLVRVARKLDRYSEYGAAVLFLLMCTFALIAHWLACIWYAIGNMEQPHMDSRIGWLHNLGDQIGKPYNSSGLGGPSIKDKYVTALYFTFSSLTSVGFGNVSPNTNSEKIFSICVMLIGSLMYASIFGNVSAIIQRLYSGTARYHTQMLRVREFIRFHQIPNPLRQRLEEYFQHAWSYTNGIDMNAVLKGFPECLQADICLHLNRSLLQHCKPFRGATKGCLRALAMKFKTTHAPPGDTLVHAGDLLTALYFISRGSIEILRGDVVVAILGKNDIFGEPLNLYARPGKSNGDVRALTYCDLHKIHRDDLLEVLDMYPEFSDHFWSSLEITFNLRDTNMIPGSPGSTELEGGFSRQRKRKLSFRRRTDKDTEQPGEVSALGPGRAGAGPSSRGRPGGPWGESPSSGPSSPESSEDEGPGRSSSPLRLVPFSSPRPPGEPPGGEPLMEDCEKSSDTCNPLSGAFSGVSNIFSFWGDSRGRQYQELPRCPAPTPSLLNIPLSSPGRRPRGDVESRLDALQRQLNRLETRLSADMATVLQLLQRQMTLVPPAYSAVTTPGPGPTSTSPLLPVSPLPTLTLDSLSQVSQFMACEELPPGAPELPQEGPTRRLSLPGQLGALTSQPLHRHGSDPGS
PolyA inhibitor: yeast polyadenylation inhibition; hit rate 0.02% among 300,000; calls only at 12 µM; S. cerevisiae SKY197-pL101 polyadenylation reporter, beta-gal luminescence; efflux-impaired pdr1/pdr3 knockout yeast; score 100 = 6 SD above DMSO;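 active means lowest replicate activity score at least 50, where 100 means six control SD above control mean; inconclusive means lowest score under 50 but half or more replicates reach 50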;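 further: yeast exposed to compound for 9 h at 30 °C; higher score means more reporter readthrough which indicates perturbed polyadenylation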
HDAC3 inh: human HDAC3 inhibition | O15379 | recombinant HDAC3, fluorogenic peptide/trypsin coupled, fluorescence | inhibition, % at 8.3 µM | hit rate 0.15% among 320,000; in the data active means inhibition above about 26%, passing the limit was not always enough; inconclusive means no clear call, values can overlap the other calls
KCNK3 inh: human KCNK3 channel inhibition, primary screen | O14649 | CHO-KCNK3 thallium flux, FluxOR fluorescence; hits give low values | B-score at 10 µM | hit rate 0.84% among 340,000 | AID 602410;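 active means B-score under library mean minus 4 SD, starting fluorescence ratio at most library mean plus 5 SD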;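 further: more negative B-score means stronger inhibition of thallium flux through KCNK3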
Active calls of the source: *; i = inactive; u = inconclusive; x = no result given. An excerpt; count on the stated rates, not on these rows.

SMILES | GSK3B inh | Dyrk1A ADPGlo | KCNQ1 pot | GSK3A inh | RGS4 act | KCNK9 inh | KCNQ1 block | hERG protect | PolyA inhibitor | HDAC3 inh | KCNK3 inh
COc1cc(OC)cc(C(=O)N[C@H](C(=O)Nc2nc(-c3ccc(OC)c(OC)c3)cs2)C(C)C)c1 | -2 | -5 | i | -1 | i | i | i | -8 | i | 1 | i
O=C(O)C1=NN(c2ccccc2)C(=O)CC1 | 3 | 22 | i | -3 | i | i | i | -8 | i | 12 | i
C[C@H](NC(=O)c1nc[nH]c1C(=O)N[C@@H](C)c1ccccc1)C(=O)OC(C)(C)C | 3 | -6 | i | 3 | i | i | i | -11 | i | 4 | i
O=C(COC(=O)c1ccccc1C(=O)c1ccc(Cl)cc1)NCCc1ccccc1 | 5 | -3 | i | -2 | i | i | i | -10 | i | -4 | i
COC(=O)[C@H](Cc1ccccc1)NC(=O)NCC1CCCO1 (some centres not stated) | 4 | 3 | i | -1 | i | i | i | -7 | i | -11 | i
Cc1ccc(C(=O)NC(=S)N2CCN(c3ccccc3F)CC2)cc1 | -5 | -7 | i | -1 | i | i | i | -9 | i | 4 | i
Cc1cc(NC(=O)CCNS(=O)(=O)c2ccc3[nH]c(=O)oc3c2)ccc1Br | 5 | 7 | i | 0 | i | i | i | -4 | i | 0 | i
c1ccc(OCCCCN2CCOCC2)cc1 | 0 | -5 | i | x | i | i | i | -9 | i | x | i
CCCOc1ccc(-c2c(C(=O)N/N=C/c3ccc(C)o3)nnn2-c2nonc2N)cc1 | -1 | -3 | i | 2 | i | i | i | 0 | i | -5 | i
O=C(NC1CCCC1)C(c1cccnc1)N(C(=O)c1ccco1)c1cccc(F)c1 (configuration not stated) | -3 | 12 | i | -1 | i | i | i | -5 | i | -1 | i
CN(C)C(CNC(=O)c1cnc(Cl)c(Cl)c1)c1ccccc1 (configuration not stated) | -22 | 14 | i | -4 | i | i | i | 0 | i | x | i
Cc1c(NC(=O)C(Sc2ccccc2)c2ccccc2)cccc1[N+](=O)[O-] (configuration not stated) | 2 | -1 | i | -2 | i | i | i | -10 | i | -8 | i
CC(=O)Nc1ccc(S(=O)(=O)N2CCC(c3nc4ccccc4[nH]3)CC2)cc1 | -1 | 0 | i | x | i | i | i | -11 | i | x | i
COC(=O)c1cc2n(n1)CCN(Cc1ccc(C)cc1)C2=O | -1 | 1 | i | -4 | i | i | i | -3 | i | -5 | i
OCCCn1c(-c2ccccc2)csc1=Nc1ccccc1 | 1 | 2 | i | -2 | i | i | i | 0 | i | -1 | i
Cc1cccc(Cn2nc(-n3cccc3)c3c(C)cc(C)nc32)c1 | 1 | -2 | i | -1 | i | i | i | -21 | i | 0 | i
O=C(CCC1CCCCC1)Nc1ccc(C(=O)c2ccncc2)cc1 | 0 | -4 | i | -1 | i | i | i | -3 | i | -3 | i
Cc1cc(-c2ccc(S(=O)(=O)N3CCN(c4ccc(F)cc4)CC3)s2)on1 | 0 | 0 | i | 0 | i | i | i | -6 | i | 0 | i
CCOC(=O)c1ccc(S(=O)(=O)N2CCN(C(=O)c3nn(C)c(=O)c4ccccc34)CC2)cc1 | 1 | -2 | i | 3 | i | i | i | -8 | i | 11 | i
O=C(O)CC(NC(=O)Cc1ccc(Cl)cc1)c1ccco1 (configuration not stated) | 0 | x | i | -1 | i | i | i | -8 | i | 10 | x
CC(C)Oc1cccc(-c2cc(C(=O)N3CCN(c4ncccn4)CC3)c3ccccc3n2)c1 | 3 | 2 | i | -1 | -7.4* | i | i | -19 | i | 16 | i
Cc1ccc(S(=O)(=O)Nc2ccc(S(=O)(=O)N3CCCC3)cc2)cc1 | 5 | -4 | i | x | i | i | i | -7 | i | -4 | i
CCC1CCCCN1C(=O)COC(=O)c1ccc(S(=O)(=O)N2CCOCC2)cc1 (configuration not stated) | 4 | -1 | i | x | i | i | i | -3 | i | x | i
COC(=O)c1ccc(-c2nc3cc(Cl)c(N)cc3s2)cc1 | 2 | 6 | i | 1 | i | i | i | -2 | i | 0 | i
Cc1ccc(-c2cc(C(=O)OC3CCOC3=O)c3ccccc3n2)c(C)c1 (configuration not stated) | -1 | 6 | i | -3 | i | i | i | -16 | i | -4 | i
COc1ccccc1N1CCN(C(c2cccs2)C(C)NC(=O)c2ccncc2)CC1 (configuration not stated) | -8 | 4 | i | 9 | i | i | i | -6 | i | -1 | i
Cc1ccc(OCCSc2nnc(-c3cccs3)n2C)cc1 | -2 | -8 | i | -1 | i | i | i | -8 | i | -5 | i
O=C1CC(c2ccccc2F)c2c(c3ccccc3[nH]c2=O)O1 (configuration not stated) | 1 | 1 | i | -1 | i | i | i | -6 | i | 1 | i
O=C(Cn1c(=O)c(=O)n(Cc2ccccc2)c2ccc(Cl)cc21)Nc1cc(F)ccc1F | -2 | x | i | -2 | i | i | i | -7 | i | -4 | x
Cc1ccc(C(C)NC(=O)C23CC4CC(CC(C4)C2)C3)cc1 (configuration not stated) | -1 | 2 | i | 10 | i | i | i | -3 | i | -2 | i
COc1cccc(N2CC(NC(=O)C(=O)c3c(C)[nH]c4ccccc34)CC2=O)c1 (configuration not stated) | 2 | 5 | i | -2 | i | i | i | -11 | i | 7 | i
Cc1cc(=O)oc2cc(OCC(=O)OCC(=O)N3CCc4ccccc43)ccc12 | 1 | -3 | i | -2 | i | i | i | -2 | i | -3 | i
Cc1ccc(CNC(=O)c2nnc(Cc3ccc(Cl)cc3)o2)cc1 | -5 | -8 | i | -1 | i | i | i | -6 | i | -2 | i
COc1ccccc1-n1nnnc1SCC(=O)Nc1ccccc1 | 0 | -8 | i | -2 | i | i | i | -4 | i | -4 | i
COc1ccc(CCn2c(Br)nc3c2c(=O)[nH]c(=O)n3C)cc1 | 2 | 1 | i | 5 | i | i | i | 2 | i | 5 | i
O=C(OCc1cccc([N+](=O)[O-])c1)c1ccc[nH]c1=O | 1 | 0 | i | -4 | i | i | i | -3 | i | 3 | i
CC1CCCCC1NC(=O)CCCc1nc2ccccc2c(=O)[nH]1 (configuration not stated) | -3 | -5 | i | x | i | i | i | -6 | i | x | i
O=C(c1cccs1)N1CCN(Cc2ccc3c(c2)OCO3)CC1 | -1 | 6 | i | 0 | i | i | i | -6 | i | 6 | i
Cc1ccc(-c2noc(CSc3nnnn3-c3ccccc3)n2)cc1 | 4 | -8 | i | -1 | i | i | i | -3 | i | -4 | i
CC(NC(=S)Nc1ccc([N+](=O)[O-])cc1)c1ccncc1 (configuration not stated) | 2 | 4 | i | 1 | i | i | 7* | 0 | i | 10 | i

Entries listed above that bear a hit mark in KCNQ1 block:
SMILES	GSK3B inh	Dyrk1A ADPGlo	KCNQ1 pot	GSK3A inh	KCNK9 inh	KCNQ1 block	PolyA inhibitor	HDAC3 inh	KCNK3 inh
CC(NC(=S)Nc1ccc([N+](=O)[O-])cc1)c1ccncc1 (configuration not stated)	2	4	i	1	i	7*	i	10	i

Molecules shown so far that have an aryl methoxy group:
SMILES | GSK3B inh | Dyrk1A ADPGlo | KCNQ1 pot | GSK3A inh | RGS4 act | KCNK9 inh | KCNQ1 block | hERG protect | PolyA inhibitor | HDAC3 inh | KCNK3 inh
COc1cc(OC)cc(C(=O)N[C@H](C(=O)Nc2nc(-c3ccc(OC)c(OC)c3)cs2)C(C)C)c1 | -2 | -5 | i | -1 | i | i | i | -8 | i | 1 | i
COc1ccccc1N1CCN(C(c2cccs2)C(C)NC(=O)c2ccncc2)CC1 (configuration not stated) | -8 | 4 | i | 9 | i | i | i | -6 | i | -1 | i
COc1cccc(N2CC(NC(=O)C(=O)c3c(C)[nH]c4ccccc34)CC2=O)c1 (configuration not stated) | 2 | 5 | i | -2 | i | i | i | -11 | i | 7 | i
COc1ccccc1-n1nnnc1SCC(=O)Nc1ccccc1 | 0 | -8 | i | -2 | i | i | i | -4 | i | -4 | i
COc1ccc(CCn2c(Br)nc3c2c(=O)[nH]c(=O)n3C)cc1 | 2 | 1 | i | 5 | i | i | i | 2 | i | 5 | i

The listing continues:
SMILES | GSK3B inh | Dyrk1A ADPGlo | KCNQ1 pot | GSK3A inh | RGS4 act | KCNK9 inh | KCNQ1 block | hERG protect | PolyA inhibitor | HDAC3 inh | KCNK3 inh
CCCN1Cc2cccc(C(=O)Nc3cc(OC)cc(OC)c3)c2C1=O | 6 | -3 | i | -5 | i | i | i | -10 | i | 3 | i
CC(=O)C1=C(O)C(=O)N(Cc2cccnc2)C1c1ccc(Cl)cc1 (configuration not stated) | 3 | -1 | i | -4 | i | i | i | -3 | i | 6 | i
O=c1c2ccccc2nc2c3ccccc3c(NCCO)nn12 | 2 | 7 | i | 2 | i | i | i | -1 | i | -17 | i
CC(Oc1ccc(Cl)cc1)C(=O)OCC(=O)Nc1ncc(Cl)cc1Cl (configuration not stated) | 1 | -1 | i | -1 | i | i | i | -4 | i | 0 | i
COC(=O)c1c(-c2cccnc2)csc1NC(=O)c1ccc2c(c1)OCO2 | 0 | 1 | i | 4 | i | i | i | -5 | i | -5 | i
CCOC(=O)Nc1ccc2c(c1)N(C(=O)CCN1CCN(CCO)CC1)c1ccccc1CC2 | 0 | -4 | i | -2 | i | i | i | -6 | i | 2 | i
CCCCNC(=O)CS(=O)Cc1nc(-c2cccc(Cl)c2)oc1C (configuration not stated) | -8 | 1 | i | -1 | i | i | i | -5 | i | 0 | i
O=C(NCc1cccs1)c1nc2c(nnn2Cc2ccc(F)cc2)c(=O)[nH]1 | 4 | -10 | i | 0 | i | i | i | -11 | i | 5 | i
NC(=O)C1(N2CCCCC2)CCN(C(=O)c2ccc(-n3cnnn3)cc2)CC1 | 0 | 1 | i | 1 | i | i | i | -3 | i | -4 | i
CC(C)(C)CC(C)(C)NC(=O)CSCC(=O)Nc1ccc2ccccc2c1 | 4 | 8 | i | -1 | i | i | i | -5 | i | u | i
COc1ccc2nc(NC(=O)c3ccc(NC(=O)C4CCCO4)cc3)sc2c1 (configuration not stated) | -1 | 5 | i | -4 | i | i | i | -1 | i | -11 | i
COC(=O)c1cc(C(=O)OCC(=O)Nc2ccccc2OC(F)F)cc([N+](=O)[O-])c1 | -4 | -5 | i | -1 | i | i | i | -10 | i | -6 | i
COc1cc(Cl)c(C)cc1NC(=O)CSc1nnc(-c2ccccn2)n1Cc1ccco1 | 4 | 2 | i | 5 | i | i | i | -7 | i | 13 | i
